Integrin act MD = qHTS for Activators of Integrin-Mediated Alleviation for Muscular Dystrophy | alpha7betagal myoblasts, beta-gal FDG fluorescence, 48 h | Potency, µM (top dose mostly 38.3 µM), without a hit: at the top dose activation, usual class: activators | actives 0.064% (n = 350,000);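 also: potency is read from the fitted curve at half-maximal effect; 100% = response of the positive control SU9516; nearly all actives have a fitted effect of over 60% in size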
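alpha7betagal+/- myoblasts (passage 13, 250/well) treated 48 h at 37C with compounds at 1:260 dilution of DMSO stock. Lysed, then beta-galactosidase activity read as FDG fluorescence (ex 480/em 540) after 30 min, with pre-read for autofluorescence.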
TRPV1 ag = HTS Assay for Compounds that Act as Agonists of the Vanilloid Receptor 1; Transient receptor potential cation channel subfamily V member 1 (Homo sapiens), Q8NER1; TRPV1-expressing cells, Fluo-8 calcium influx, agonist mode; activation, % at 8.33 µM; actives 0.19% (n = 320,000); AID 540275, 2011; in the data active = activation above about 80%; inconclusive = between about 30% and that limit; also: 0% is about no effect
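Fluo-8 calcium influx in TRPV1-expressing cells, kinetic read (ex 480/em 520 nm). Compound added and read 3 min for agonist activity, followed by capsaicin at EC20 final and 2 min further read for enhancement.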
PTAP TSG101 blk = qHTS Assay for Iinhibitors of HIV-1 Budding by Blocking the Interaction of PTAP/TSG101; Tumor susceptibility gene 101 protein (Homo sapiens), Q99816; Fluorescence polarization, FITC-PTAP peptide / Tsg101 binding; Potency, µM (doses to about 115 µM), without a hit: at the top dose activity change, negative = inhibition, usual class: inhibitors; 340,000 tested, under 10 active; AID 493005, 2010; active = well fitted inhibition curve with a large enough effect in the main read-out, with a control signal flat, not every such curve was filed as active; inconclusive = small, poorly fitted or top-dose-only effect, or effect the other way, or a change in a side signal; inactive = no such curve, though single readings can be large or run the other way; also: potency is read from the fitted curve at half-maximal effect; % of control where 0% means no effect
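Tsg101 binding domain (10 uM final) was mixed with compound and a FITC-labeled PTAP peptide (50 nM final) in HEPES pH 7.5 buffer with NaCl, Tween 20, EDTA and TCEP; fluorescence polarization was read after 20 min at r.t.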
B2AR arrestin = qHTS assay of beta-arrestin-biased ligands of beta2-adrenergic receptor; Beta-2 adrenergic receptor (Homo sapiens), P07550; beta-arrestin recruitment to beta2AR, cell-based reporter; Potency, µM (top dose mostly 46.1 µM), inactives show at the top dose activation, usual class: activators; actives 0.02% (n = 330,000);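 also: potency is read from the fitted curve at half-maximal effect; 0% = DMSO controls and full agonism = EC100 isoproterenol or metaproterenol; nearly all actives have a fitted effect of over 65% in size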
p53 reactivation = qHTS assay for re-activators of p53 using a Luc reporter. H1299 p53-A138V BP100-luciferase reporter, luminescence, 24 h. Potency, µM (top dose mostly 92.2 µM), without a hit: at the highest dose activity change, positive = activation, usual class: activators. actives 0.063% (n = 320,000). AID 504706, 2011; also: potency is read from the fitted curve at half-maximal effect; % of control where 0% means no effect; nearly all actives have a fitted effect of over 45% in size
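p53-null H1299 cells stably carrying temperature-sensitive p53-A138V and a BP100-luciferase reporter were pinned with compounds (4-point, 1:5 series) and held 24 hrs at 37 deg C. Luminescence was read 10 min after detection reagent.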
CXXC DNA block = qHTS Fluorescence Polarization Assay for Inhibitors of MLL CXXC domain - DNA interaction; MLL-CXXC / FITC-HOXA9 DNA fluorescence polarization; Potency, µM (titrated, usually from 115 µM), for the others: at the top dose activity change, negative = inhibition, actives largely listed as inhibitors; actives 0.037% (n = 290,000); AID 2662, 2010; active = well fitted inhibition curve with a large enough effect in the polarisation, with a control signal flat, not every such curve was filed as active; inconclusive = small, poorly fitted or top-dose-only effect, or effect the other way, or a change in a side signal; inactive = no such curve, though single readings can be large or run the other way; the % refers to the polarisation; also: potency is read from the fitted curve at half-maximal effect
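Purified MLL-CXXC (added from a 7 uM solution) was preincubated 5 min at ambient with pinned compounds in 50 mM Tris-HCl pH 7.5, 50 mM NaCl, 1 mM DTT, 0.05% BSA. Fluorescein-labeled HOX-A9 DNA (50 nM solution) followed, 30 min, then polarization read.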
AT treatment = qHTS Assay for Identifying a Potential Treatment of Ataxia-Telangiectasia. Potency, µM (highest dose often 57.5 µM), for inactives: at the top dose activation, usual class: activators. […] A-T fibroblasts, KAP-1 phosphorylation AlphaLISA; neocarzinostatin DNA damage 30 min before lysis. actives 0.19% (n = 320,000); also: potency is read from the fitted curve at half-maximal effect; % of control where 0% means no effect; nearly all actives have a fitted effect of over 45% in size
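ATM-like activity read as KAP-1 phosphorylation via AlphaLISA donor/acceptor antibody pairs after lysis and 6 hr at 25C. Cells were ATM-null patient fibroblasts ([…], hTERT), dosed 60 min, then exposed to the DSB inducer NCS for 30 min.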
BRCA1 expr act = qHTS Assay to Identify Small Molecule Activators of BRCA1 Expression | MCF7-BRCA1-FFLuc reporter, luminescence, 48 h; response scale: scaled: vehicle 0%, 10 µM genistein 100% | Potency, µM (titrated, usually from 46.1 µM), for inactives: at the highest dose activation, most hits filed as activators | actives 1.1% (n = 380,000); also: potency is read from the fitted curve at half-maximal effect; nearly all actives have a fitted effect of over 80% in size; some results filed as inactive show a strong effect at the top dose
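MCF7-BRCA1-FFLuc, 2000 cells/well; 2 h attach, 37 °C/5% CO2; compound 48 h; luciferase substrate 15 min; luminescence end-point. Norm. to genistein 10 microM max activation and DMSO; concentration-response curves fitted.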
ELG1 DNA repair = qHTS screen for small molecules that inhibit ELG1-dependent DNA repair in human embryonic kidney (HEK293T) cells expressing luciferase-tagged ELG1 | HEK293T ELG1-luciferase reporter, luminescence, 16 h; DNA damage induced by 5-fluorouridine | Potency, µM (series often up to 46.1 µM), inactives show at the highest dose activity change, negative = inhibition, most hits filed as inhibitors | actives 2.3% (n = 330,000) | AID 504467, 2011; also: potency is read from the fitted curve at half-maximal effect; % is scaled to controls: 0 for no effect and ±100 for the full control effect; nearly all actives have a fitted effect of over 55% in size
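5-Fluorouridine DNA damage + compound/DMSO, 2,000 cells/well, 16 h, 37 °C/5% CO2. ONE-Glo, 30 min RT, luminescence. Readout = decrease in reporter signal.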
TCR activator = Activators of T cell receptors: qHTS campaign. 330,000 tested, under 10 active. primary human leukocytes, anti-CD3, IL-2 HTRF, 48 h. Potency, µM (doses to about 9.22 µM), for the others: top-dose activation of IL-2 secretion, actives largely listed as activators; also: % of control where 0% means no effect
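IL-2 release read by HTRF sandwich (Eu cryptate donor, d2 acceptor, 665 nm emission) after 48 hr exposure of primary human leukocytes to compound together with anti-CD3 beads in the absence of co-stimulatory signals.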
Numbers without * were called inactive; ? = inconclusive; nt = no result given; & = joins results of further samples; [ ] = dose if it differs, or a comment. Unless noted, calls follow the shape of the dose curve; as a rule, active = well fitted curve in the direction sought with a large enough effect; inconclusive = small, poorly fitted or top-dose-only effect, or another doubt; inactive = no such curve, though single readings can be large; an effect the other way counts as inactive or inconclusive. The order is random. Share with any hit: about 3.8%.

nr	SMILES	Integrin act MD	TRPV1 ag	PTAP TSG101 blk	B2AR arrestin	p53 reactivation	CXXC DNA block	AT treatment	BRCA1 expr act	ELG1 DNA repair	TCR activator
1	CCOC(=O)C1=C(C)NC(C)=C(C(=O)OCC)C1c1sccc1C	?	-3	-11%	-0.8%	-10%	5%	3%	-23%	-17%	-8%
2	CCOC(=O)CSc1nnc(CNC(=O)c2ccc(S(=O)(=O)N3CCOCC3)cc2)n1C	10%	3	-4%	0.0%	-2%	-3%	-2%	-13%	0%	-1%
3	COc1cc(CNc2ccc(CNc3ncn[nH]3)cc2)cc(Cl)c1OCc1ccccc1	-5%	2	-3%	-0.6%	-6%	14%	5%	-2%	?	-5%[46.1 µM]
4	Cc1ccnc(NC(=O)c2sc3cc(Cl)ccc3c2Cl)c1	8%	2	-1%	-0.7%	?	10%	1%	?	?	1%[46.1 µM]
5	CCN(CC)C(=O)CN1C(=O)C(=O)c2ccccc21	-23%	-2	-8%	-0.5%	12%	3%	2%	-7%	16%	nt
6	CCOC(=O)[C@H]1[C@H]2COc3cc(OC)ccc3[C@@H]2N2C(=O)N(c3ccc(Cl)cc3)C(=O)[C@@]12C	-15%	-3	nt	-0.5%	2%	-6%	7%	10%	-10%	-9%
7	COc1ccccc1NS(=O)(=O)c1cccc2nsnc12	16%	1	-5%	-0.7%	-2%	1%	3%	0%	1%	2%
8	CCCCCc1cc(=O)oc2c(C(CCN3CCCC3)c3cc(OC)c(OC)c(OC)c3)c(OC)cc(OC)c12 (stereo not given)	-43%	24	-2%	3.3%	1%	-1%	8%	-88%	3%	4%
9	COc1cc(/C=C(/C#N)c2ccc(C)cc2)ccc1Oc1ccc([N+](=O)[O-])cn1	-7%	-10	-4%	-0.5%	0%	1%	0%	-56%	-1%	nt
10	CCOC(=O)c1c(NC(=O)Cc2ccccc2)sc2c1CCN(CC)C2	-17%	5	-5%	3.8%	11%	nt	-2%	-12%	?	-3%
11	CC(C)(C)C(=O)OCc1cn(-c2ccc(Cl)cc2)nn1	-12%	?	-5%	0.8%	8%	?	8%	4%	?	1%
12	Cc1cccc(N(CC(=O)NC2CCCCC2)C(=O)c2ccc(C)s2)c1	25%	?	-6%	-0.6%	2%	10%	0%	-10%	-8%	-13%
13	O=C(COC(=O)/C=C/c1cccc([N+](=O)[O-])c1)NCC1CCCO1 (stereo not given)	-39%	0	-1%	-0.1%	14%	6%	-5%	19%	16%	5%
14	CN(C(=O)OC(C)(C)C)[C@H](Cc1ccccc1)C(=O)N[C@H]1CCCCNC1=O	-34%	nt	-1%	0.1%	-3%	nt	-1%[11.5 µM]	3%	8%	3%[46.1 µM]
15	CN(C)CCC1CCN(c2cc(C#N)c(C#N)cc2[N+](=O)[O-])CC1	-60%[inhibitor]	-3	-2%	-0.5%	4%	-1%	5%	-1%	-2%	6%
16	COc1cc(NC(=O)c2ccccc2Cl)ccc1NC(=O)c1cccs1	-88%[inhibitor]	5	2%	0.3%	-4%	-9%	2%	6.3µM*	?	1%
17	Cc1cccc(C(=O)Nc2ccccc2SCC2CSc3nc4ccccc4c(=O)n32)c1 (stereo not given)	41%	-3	-2%	0.0%	-5%	3%	1%	4%	2%	-10%
18	CCCC(=O)Nc1ccc(C(=O)Nc2cc(C(F)(F)F)ccc2Cl)cc1	22%	18	0%	-0.4%	-8%	-4%	-2%	-38%	-17%	-6%
19	CCC(C)NC(=O)NC(=O)N(C1CCCCC1)S(C)(=O)=O (stereo not given)	2%	2	-4%	-0.1%	-1%	3%	6%	-47%	?	-5%
20	COc1ccc(/C=C2/CCCC(CN(C)C)C2=O)cc1 (stereo not given)	-51%[inhibitor]	nt	1%	nt	nt	nt	nt	-74%	nt	-3%
21	COc1ccc(-c2cc(-c3ccccc3)nc(SCC(=O)Nc3nccs3)c2C#N)cc1	0%	-1	5%	-0.8%	5%	11%	1%	10%	?	0%[46.1 µM]
22	CC1(c2ccc([N+](=O)[O-])cc2)NC(=O)N(CC(=O)Nc2ccc(N3CCCCC3)cc2)C1=O (stereo not given)	-9%	15	-8%	-1.2%	-5%	nt	-2%	-27%	20%	8%
23	O=C(O)CCCNS(=O)(=O)c1ccc2ccccc2c1	14%	3	-2%	0.4%	0%	18%	-3%	0%	0%	-6%
24	CCN(CC)CCCCOc1ccccc1OC	0%	5	-6%	0.0%	-5%	-6%	3%	-7%	20%	-5%
25	CCOC(=O)C1CCCN(C(=O)c2ccccc2NC(C)=O)C1 (stereo not given)	0%	2	-5%	0.0%	?	0%	-2%	-3%	2%	-4%

The list continues:
nr	SMILES	Integrin act MD	TRPV1 ag	PTAP TSG101 blk	B2AR arrestin	p53 reactivation	CXXC DNA block	AT treatment	BRCA1 expr act	ELG1 DNA repair	TCR activator
26	Brc1ccc(CSc2nnc(-c3cnccn3)n2Cc2ccco2)cc1	17%	-7	0%	-0.1%	-9%	-7%	2%	-32%	-13%	-10%
27	CCOC(=O)Cc1nnc(NC(=O)c2ccccc2OC)s1	-10%	0	-7%	0.3%	-3%	-3%	-6%	0%	0%	3%
28	CC1CCN(C(=O)COC(=O)c2cc([N+](=O)[O-])ccc2N2CCOCC2)CC1	0%	8	0%	0.2%	-2%	nt	-3%	-6%	1%	-1%
29	Cc1ccc(-c2nn3cnnc3c3ccccc23)cc1	-20%	1	-7%	-0.1%	5%	0%	0%	0%	-2%	nt
30	O=C(NC1CCN(S(=O)(=O)c2ccc(F)cc2)CC1)c1ccccc1	-3%	5	-2%	-0.5%	0%	-1%	-3%	20%	-2%	-3%
31	CC(=O)Nc1ccc(N2C(=O)CSC2c2cccc(Br)c2)cc1 (stereo not given)	0%	4	1%	-0.6%	-4%	5%	-6%	-18%	1%	7%
32	COCCn1nnnc1C(c1cccc(OC)c1OC)N1CCN(C(=O)c2ccco2)CC1 (stereo not given)	9%	1	-5%	-0.2%	3%	-3%	-2%	-11%	21%	-18%
33	CC(=O)Nc1cccc(NC(=O)CSc2nc(C)c(C)c(C)c2C#N)c1	19%[7.66 µM]	3	-6%	-0.3%	5%	-1%	2%	-7%	21%	2%
34	COc1ccc(NS(=O)(=O)c2cccc(C(=O)NNC(=O)COc3ccccc3)c2)cc1	8%	8	-2%	0.1%	2%	nt	-15%	4%	7%	-22%
35	O=C(O)C(C=C(Cl)Cl)N1CCOCC1 (stereo not given)	4%	nt	-8%	nt	nt	nt	nt	-4%	nt	-10%
36	Nc1c(N=O)c(=O)[nH]c(=O)n1-c1ccccc1	-7%	nt	2%	nt	nt	nt	nt	-14%	nt	1%
37	CSCCC(Nc1nc2ccccc2s1)C(=O)O (stereo not given)	-1%	0	-6%	0.1%	?	2%	-1%	2%	1%	11%
38	COC(=O)c1ccccc1NC(=O)CN1C(=O)c2ccccc2C1=O	-32%	nt	-9%	nt	nt	nt	nt	5%	nt	-1%
39	c1ccc(-c2csc3ncnc(NCC4COc5ccccc5O4)c23)cc1 (stereo not given)	-47%[inhibitor]	24	-3%	-1.6%	2%	12%	16%	-61%	?	6%[46.1 µM]
40	Cc1csc(NC(=O)CSc2nsc(SCC(=O)Nc3nc(C)cs3)c2C#N)n1	-48%[inhibitor]	13	-11%	-0.2%	?	20%	-8%	44%	?	0%
41	CCOC(=O)C1(O)CC(C)=NN1C(=O)c1cccc(Cl)c1 (stereo not given)	29%	-1	-1%	?	9%	6%	-13%	-4%	14%	2%[46.1 µM]
42	Cc1sc2nc(SCC(=O)NCCO)n(C)c(=O)c2c1C	3%	-3	-7%	0.1%	?	14%	-2%	7%	2%	2%
43	COc1ccc(S(=O)(=O)N2CC(C(=O)O)Oc3ccccc32)cc1 (stereo not given)	8%	-4	-4%	-0.6%	0%	0%	2%	-1%	0%	-1%
44	Cn1c(=O)[nH]c(=O)c2[nH]c(NCCCN3CCOCC3)nc21	-1%	-18	-4%	-0.2%	24%	-1%	-6%	11%	25%	-2%
45	CCOC(=O)C(C)Sc1nnc(NC(=O)c2ccc3c(c2)OCO3)s1 (stereo not given)	3%	?	-2%	-0.9%	-9%	-3%	7%	-13%	-5%	nt
46	COc1ccc(C(=O)N2CCN(CC(=O)N3CCOCC3)CC2)cc1	nt	-3	-4%	-0.3%	4%	-5%&-8%	6%	9%	13%	-10%

Bioassay records deposited in PubChem BioAssay by National Center for Advancing Translational Sciences (NCATS).
